Rab9 prom act: activates the Rab9 promoter | Huh7 Rab9 promoter-luciferase reporter, luminescence, 24 h | Potency, µM (doses to about 9.22 µM), inactives show at the highest dose activation, negative = inhibition, usual class: activators | actives 2.8% (n = 320,000) | AID 485297; also: % of control where 0% means no effect; nearly all actives have a fitted effect of over 60% in size
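Steps: seed 1500 Huh7 Rab9-luc cells per well, rest 2 h at 37 °C; add compound in DMSO; incubate 24 h; add luciferase reagent, 10 min ambient; read luminescence.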
Gal4-VP16 FLuc: counter-screen for ROR gamma inhibitors: Gal4-VP16 reporter | AID 2546 | Drosophila S2 Gal4-VP16 UAS-luciferase, luminescence, 20 h | Potency, µM (series often up to 53.6 µM), for the others: top-dose activity, negative = inhibition, actives largely listed as inhibitors | actives 3.5% (n = 310,000);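 also: Gal4-VP16 expression switched on by copper sulfate through the metallothionein promoter; % is scaled to controls: 0 for no effect and ±100 for the full control effect; nearly all actives have a fitted effect of over 50% in size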
FLuc modulator: counter-screen for miR-21 project: firefly luciferase inhibitors or activators | P08659 | purified FLuc, Km substrates, luminescence inhibition | Potency, µM (doses to about 57.5 µM), for the others: at the highest dose activity change, negative = inhibition, usual class: inhibitors | actives 6.9% (n = 360,000) | AID 588342;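 also: plate controls were vehicle for no effect and reference inhibitor for full effect; nearly all actives have a fitted effect of over 55% in size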
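Purified P. pyralis luciferase, 10 nM final, with Km-level 10 uM D-luciferin and 10 uM ATP in 50 mM Tris acetate pH 7.5, 10 mM Mg acetate, 0.01% Tween-20, 0.05% BSA; 6-point qHTS titration about 60 µM downward; luminescence read.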
p53 reactivator: mutant p53 re-activation in reporter cells; H1299 p53-A138V BP100-luciferase reporter, luminescence, 24 h; actives 0.063% (n = 320,000); Potency, µM (series often up to 92.2 µM), for the others: at the highest dose activity change, positive = activation, hits mostly activators; also: % of control where 0% means no effect; nearly all actives have a fitted effect of over 45% in size
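p53-null H1299 cells stably carrying temperature-sensitive p53-A138V and a BP100-luciferase reporter were pinned with compounds (4-point, 1:5 series) and held 24 hrs at 37 deg C. Luminescence was read 10 min after detection reagent.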
BRCA1 expr up: BRCA1 expression activation; MCF7-BRCA1-FFLuc reporter, luminescence, 48 h; response scale: scaled: vehicle 0%, 10 µM genistein 100%; Potency, µM (highest dose often 46.1 µM), for inactives: top-dose activation, hits mostly activators; actives 1.1% (n = 380,000); AID 624202; also: nearly all actives have a fitted effect of over 80% in size; some results filed as inactive show a strong effect at the top dose
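MCF7 cells carrying a BRCA1-firefly luciferase reporter (2000 cells/well, phenol-red free MEM) were attached for 2 h at 37 °C, then given compounds for 48 h. Luminescence was read 15 min after luciferase reagent; activity normalized to genistein (10 microM) and DMSO.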
MBNL1-CUG inh: MBNL1-poly(CUG) RNA binding inhibition; Q9NR56; TR-FRET MBNL1-His/biotin-(CUG)12 binding, 665/545 ratio; Potency, µM (highest dose often 57.5 µM), without a hit: top-dose activity change, negative = inhibition, usual class: inhibitors; actives 0.036% (n = 280,000); active = well fitted inhibition curve with a large enough effect in the signal ratio, with a control signal flat, not every such curve was filed as active; inconclusive = small, poorly fitted or top-dose-only effect, or effect the other way, or a change in a side signal; inactive = no such curve, though single readings can be large or run the other way; the % refers to the signal ratio; also: % is scaled to controls: 0 for no effect and ±100 for the full control effect
Target sequence (Q9NR56 whole entry, looked up): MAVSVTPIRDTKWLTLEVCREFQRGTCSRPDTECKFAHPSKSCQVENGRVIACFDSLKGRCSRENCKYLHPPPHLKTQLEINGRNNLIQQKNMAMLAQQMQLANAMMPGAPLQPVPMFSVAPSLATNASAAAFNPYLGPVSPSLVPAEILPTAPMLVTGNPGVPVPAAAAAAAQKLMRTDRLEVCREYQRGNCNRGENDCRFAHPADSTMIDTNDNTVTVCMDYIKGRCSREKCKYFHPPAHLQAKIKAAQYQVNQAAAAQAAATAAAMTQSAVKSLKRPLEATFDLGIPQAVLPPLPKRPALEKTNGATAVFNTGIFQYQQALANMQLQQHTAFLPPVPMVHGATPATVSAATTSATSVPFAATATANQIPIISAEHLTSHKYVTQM
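MBNL1-His + Biotin-(CUG)12, cpd titration 92 nM–58 uM; Tb anti-His Ab 0.055 ng/ul, SA-XL665 5 nM (final); 60 min RT; ratiometric 665/545 nm, Ex 340 nm; normalized to buffer and full-complex controls.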
ELG1 genotox: inducers of genotoxicity in HEK293T ELG1-luciferase cells; HEK293T ELG1-luciferase reporter, luminescence, 16 h; Potency, µM (top dose mostly 46 µM), for the others: top-dose activity change, positive = activation, actives largely listed as activators; AID 504466; actives 1.3% (n = 330,000); also: % of control where 0% means no effect; nearly all actives have a fitted effect of over 60% in size
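Genotoxicity was scored as increased ELG1-luciferase reporter signal, measured by ONE-Glo luminescence (30 min, room temperature). Compound or vehicle exposure of the HEK293T reporter cells lasted 16 hr at 37°C.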
NPC1 promoter act: NPC1 promoter activation; Huh7 NPC1 promoter luciferase reporter, 24 h; Potency, µM (highest dose often 9.22 µM), inactives show top-dose activation, actives largely listed as activators; actives 2.4% (n = 320,000);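 also: % of control where 0% means no effect; nearly all actives have a fitted effect of over 60% in size; reporter is driven by a mutant NPC1 promoter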
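Luminescence read-out of NPC1 promoter-driven luciferase in stably transfected Huh7 cells; compounds delivered in DMSO and left 24 h at 37C, 5% CO2, qHTS titration format.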
uPA surface inh: cell surface uPA generation inhibition | AID 540303 | Potency, µM (series often up to 38.3 µM), without a hit: at the highest dose activity change, negative = inhibition, actives largely listed as inhibitors | cell surface uPA generation assay, qHTS | actives 0.31% (n = 330,000); active = well fitted inhibition curve with a large enough effect; inconclusive = small, poorly fitted or top-dose-only effect; inactive = no such curve, though single readings can be large or run the other way; tested in mouse RAW 264.7 cells; also: % is scaled to controls: 0 for no effect and ±100 for the full control effect; nearly all actives have a fitted effect of over 55% in size
RORgamma inh: ROR gamma (mouse) transcription inhibition; P51450; Drosophila S2 Gal4-RORgamma UAS-luciferase reporter, 20 h; Potency, µM (highest dose often 53.6 µM), inactives show at the highest dose activity change, negative = inhibition, most hits filed as inhibitors; actives 5.4% (n = 310,000); AID 2551; also: % is scaled to controls: 0 for no effect and ±100 for the full control effect; nearly all actives have a fitted effect of over 60% in size
Target sequence (P51450 whole entry, looked up, the tested form may be a part): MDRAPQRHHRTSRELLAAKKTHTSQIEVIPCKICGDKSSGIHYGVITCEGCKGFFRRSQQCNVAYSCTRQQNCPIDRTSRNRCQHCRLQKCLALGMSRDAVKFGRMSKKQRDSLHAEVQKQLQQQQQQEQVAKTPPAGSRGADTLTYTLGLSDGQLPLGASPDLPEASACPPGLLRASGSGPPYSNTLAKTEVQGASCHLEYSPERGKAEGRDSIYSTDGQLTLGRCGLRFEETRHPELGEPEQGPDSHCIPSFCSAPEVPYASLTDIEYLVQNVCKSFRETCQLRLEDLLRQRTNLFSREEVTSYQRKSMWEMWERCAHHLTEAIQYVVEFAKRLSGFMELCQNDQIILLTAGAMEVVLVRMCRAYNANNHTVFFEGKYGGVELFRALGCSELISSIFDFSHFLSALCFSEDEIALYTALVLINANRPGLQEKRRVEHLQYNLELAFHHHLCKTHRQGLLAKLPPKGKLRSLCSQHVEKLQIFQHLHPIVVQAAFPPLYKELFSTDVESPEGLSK
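ROR gamma transcriptional activity was tracked as Gal4-UAS luciferase output in stably transfected Drosophila Schneider cells, with compound added 1 hr before 700 uM copper sulfate induction and a 20 hr ambient-temperature incubation.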
* hit, by the source's call; [ ] = another dose, or the depositor's remark. Unless noted, calls follow the shape of the dose curve; as a rule, active = well fitted curve in the direction sought with a large enough effect; inconclusive = small, poorly fitted or top-dose-only effect, or another doubt; inactive = no such curve, though single readings can be large; an effect the other way counts as inactive or inconclusive. Potency is read from the fitted curve at half-maximal effect.

Screening CCOc1cc(C(=O)OCC(=O)c2c(N)n(C)c(=O)n(C)c2=O)cc(OCC)c1OCC returned Rab9 prom act -2%, Gal4-VP16 FLuc 1%, FLuc modulator 0%, p53 reactivator 0%, BRCA1 expr up 3%, MBNL1-CUG inh 0%, ELG1 genotox -2%, NPC1 promoter act -1% and RORgamma inh -17%.
`O=C(COC(=O)C1COc2ccccc2O1)Nc1ccc(Cl)cc1` (stereo not drawn) gave Rab9 prom act -3%, FLuc modulator 1%, p53 reactivator -2%, BRCA1 expr up 8%, ELG1 genotox -1%, NPC1 promoter act 0% and uPA surface inh 4%.
C1CCCC(N2CCNCC2)CC1 was read as Rab9 prom act -3%, Gal4-VP16 FLuc -10%, FLuc modulator 0%, p53 reactivator 0%, BRCA1 expr up -4%, MBNL1-CUG inh -11%, ELG1 genotox 0%, NPC1 promoter act -4%, uPA surface inh 2% and RORgamma inh 9%.
`Cc1cccc(CCNc2nc3ccc(C)cc3n3cnnc23)c1` gave Rab9 prom act 14%[1.84 µM], Gal4-VP16 FLuc 8%, FLuc modulator 17µM*, p53 reactivator inconclusive, BRCA1 expr up inconclusive, MBNL1-CUG inh 16%, ELG1 genotox inconclusive, NPC1 promoter act inconclusive, uPA surface inh 0% and RORgamma inh -11%.
Screening CCC(C)Oc1nc2ccccc2nc1NS(=O)(=O)c1ccccc1 (stereo not drawn) returned Rab9 prom act 0%, Gal4-VP16 FLuc -4%, FLuc modulator -5%, p53 reactivator -2%, BRCA1 expr up -2%, MBNL1-CUG inh -7%, ELG1 genotox -8%, NPC1 promoter act 3%, uPA surface inh -3% and RORgamma inh -3%.
`Cc1nc(-c2ccccn2)sc1C(=O)Nc1ccc(F)cc1F` gave Rab9 prom act 4µM*, Gal4-VP16 FLuc 22%, FLuc modulator -16%, p53 reactivator 5%, BRCA1 expr up inconclusive, MBNL1-CUG inh 5%, ELG1 genotox inconclusive, NPC1 promoter act 10%, uPA surface inh 0% and RORgamma inh 14%.
`Cc1c(S(=O)(=O)NC2CCCCCC2)c(=O)n(C)c(=O)n1C` gave Rab9 prom act -3%, FLuc modulator -1%, p53 reactivator 8%, BRCA1 expr up 6%, ELG1 genotox 4%, NPC1 promoter act 1% and uPA surface inh 5%.
`CCOC(=O)c1cc2c(=O)n3ccccc3nc2n(CC2CCCO2)c1=NC(C)=O` (stereo not drawn) gave Rab9 prom act -5%, Gal4-VP16 FLuc 0%, FLuc modulator 8%, p53 reactivator -4%, BRCA1 expr up 0%, MBNL1-CUG inh inconclusive, ELG1 genotox inconclusive, NPC1 promoter act -1%, uPA surface inh -3% and RORgamma inh inconclusive.
For O=C(NCC1CC1)Nc1ccc(Cl)cc1 the results were Rab9 prom act inconclusive, Gal4-VP16 FLuc 4%, FLuc modulator 17µM*, p53 reactivator inconclusive, BRCA1 expr up 10µM*, MBNL1-CUG inh -7%, ELG1 genotox inconclusive, NPC1 promoter act inconclusive, uPA surface inh -3% and RORgamma inh 19%.
`C=CCN(c1ccccc1)S(=O)(=O)c1ccc(Cl)c(C(=O)OCC(=O)c2[nH]c(C)c(C(C)=O)c2C)c1` gave Rab9 prom act 3%, Gal4-VP16 FLuc -20%, FLuc modulator 2%, p53 reactivator -5%, BRCA1 expr up -3%, MBNL1-CUG inh 40%[activator], ELG1 genotox 1%, NPC1 promoter act -1%, uPA surface inh 1% and RORgamma inh inconclusive.
C=CCn1c(SCCN2CCOCC2)nc2c1c(=O)[nH]c(=O)n2C was read as Rab9 prom act -2%, Gal4-VP16 FLuc -13%, FLuc modulator 1%, p53 reactivator -1%, BRCA1 expr up -1%, MBNL1-CUG inh -7%, ELG1 genotox 0%, NPC1 promoter act -3%, uPA surface inh -2% and RORgamma inh -15%.
`CSc1ccccc1C(=O)NCCSC(C)(C)C` gave Rab9 prom act -2%, Gal4-VP16 FLuc 13%, FLuc modulator -3%, p53 reactivator -8%, BRCA1 expr up 11%, MBNL1-CUG inh -3%, ELG1 genotox 2%, NPC1 promoter act 5%, uPA surface inh 2% and RORgamma inh 34%.
CCOc1ccc(NC(C)=O)cc1N was read as Rab9 prom act 2%, Gal4-VP16 FLuc -7%, FLuc modulator -1%, p53 reactivator 12%, BRCA1 expr up 11%, ELG1 genotox 1%, NPC1 promoter act 3%, uPA surface inh -1% and RORgamma inh 2%.
For COc1ccc(-c2cn3cccnc3n2)cc1NC(=O)C1CC1 the results were Rab9 prom act 2%, Gal4-VP16 FLuc -11%, FLuc modulator -16%, p53 reactivator -9%, BRCA1 expr up 9%, MBNL1-CUG inh inconclusive, ELG1 genotox -1%, NPC1 promoter act 3% and RORgamma inh 6%.
Screening Cc1nc2c(-c3ccc(F)cc3)cnn2c2c1CCC2 returned Rab9 prom act 26%, Gal4-VP16 FLuc 2%, FLuc modulator inconclusive, p53 reactivator 16%, BRCA1 expr up 28%, ELG1 genotox -4%, NPC1 promoter act 4%, uPA surface inh 2% and RORgamma inh 19%.
For COc1ccccc1-n1cnnc1SCC(=O)Nc1ncc(Cl)cc1Cl the results were Rab9 prom act 3%, Gal4-VP16 FLuc 7%, FLuc modulator 0%, p53 reactivator -6%, BRCA1 expr up -19%, MBNL1-CUG inh -4%, ELG1 genotox 3%, NPC1 promoter act 1%, uPA surface inh 2% and RORgamma inh 2%.
`CCOC(=O)c1c(N)nn(C(C)=O)c1-c1ccccc1` gave Rab9 prom act -9%, Gal4-VP16 FLuc inconclusive, FLuc modulator 2%, p53 reactivator -2%, BRCA1 expr up -3%, MBNL1-CUG inh 3%, ELG1 genotox -4%, NPC1 promoter act -1%, uPA surface inh -7% and RORgamma inh -38%.
CCOc1ccccc1-c1nc(-c2ccc(C)nc2OC)no1 was read as Rab9 prom act 3.2µM*, Gal4-VP16 FLuc -1%, FLuc modulator 9.5µM*, p53 reactivator inconclusive, BRCA1 expr up 7.1µM*, MBNL1-CUG inh 6%, ELG1 genotox inconclusive, NPC1 promoter act 4.5µM*, uPA surface inh -1% and RORgamma inh -31%.
Screening Cc1ccc2c(c1)c1c(n2CC(O)CNC2CCCC2)CCCC1 (stereo not drawn) returned Rab9 prom act -13%, Gal4-VP16 FLuc -4%, FLuc modulator 6%, p53 reactivator -12%, BRCA1 expr up -95%[inhibitor], MBNL1-CUG inh -5%, ELG1 genotox -7%, NPC1 promoter act -1%, uPA surface inh inconclusive and RORgamma inh 1%.
`O=C(NNC(=O)c1ccc[nH]1)c1cc(Cl)cc(Cl)c1` gave Rab9 prom act 5%, Gal4-VP16 FLuc -19%, FLuc modulator -1%, p53 reactivator -5%, BRCA1 expr up -15%, MBNL1-CUG inh 0%, ELG1 genotox -6%, NPC1 promoter act 1%, uPA surface inh -6% and RORgamma inh -15%.
COc1ccccc1OCC(O)Cn1nc(C)cc1C (stereo not drawn) was read as Rab9 prom act 12%, Gal4-VP16 FLuc -6%, FLuc modulator -20%, p53 reactivator inconclusive, BRCA1 expr up 48%, MBNL1-CUG inh -3%, ELG1 genotox 5%, NPC1 promoter act 19%, uPA surface inh 5% and RORgamma inh 21%.
For CCOc1ncccc1C(=O)NNC(=O)c1ccc(NS(=O)(=O)c2cccs2)cc1 the results were Rab9 prom act 17%, FLuc modulator 2%, p53 reactivator -2%, BRCA1 expr up -65%, ELG1 genotox -6%, NPC1 promoter act 10% and uPA surface inh -1%.
COc1cc(/C=C/c2[nH]c(=O)[nH]c(=O)c2[N+](=O)[O-])cc([N+](=O)[O-])c1O was read as Rab9 prom act -3%[1.84 µM], Gal4-VP16 FLuc -10%, FLuc modulator inconclusive, p53 reactivator 0%, BRCA1 expr up -7%, MBNL1-CUG inh inconclusive, ELG1 genotox -1%, NPC1 promoter act 1%, uPA surface inh -4% and RORgamma inh 8%.
Screening O=C(COc1ccc(/C=N/NC(=O)c2cc3ccccc3o2)cc1Cl)Nc1ccccc1 returned Rab9 prom act -1%, Gal4-VP16 FLuc 0.89µM*, FLuc modulator -12%, p53 reactivator 7%, BRCA1 expr up -83%, MBNL1-CUG inh 0%, ELG1 genotox 11%, NPC1 promoter act -2%, uPA surface inh 1% and RORgamma inh 1.3µM*.
Screening COc1ccc(CNC(=O)CN(C(=O)c2csnn2)c2cccc3c2CCCC3)cc1 returned Rab9 prom act 1%, Gal4-VP16 FLuc 12%, FLuc modulator -1%, p53 reactivator 1%, BRCA1 expr up -18%, MBNL1-CUG inh 0%, ELG1 genotox 0%, NPC1 promoter act -3%, uPA surface inh 2% and RORgamma inh 7%.

Bioassay records (PubChem)
